# NCOA2 inhibitor = human SRC2 (NCOA2) inhibition. Q15596. HEK293 GAL4-SRC2 luciferase reporter, luminescence. inhibition, % at 9 µM. hit rate 0.17% among 370,000. AID 651957;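 active means inhibition above the mean inhibition of all tested compounds plus 3 SD, set per campaign, cut at about 52% in these data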;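 further: 0% = DMSO treated cells and 100% = cells given Gossypol at 36 µM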
# TROY signal inh = blocks TROY-dependent signaling in reporter cells; inhibition, % at 10 µM; hit rate 0.98% among 360,000; Q293 LMP1-TROYcd NF-kB luciferase reporter, 4 h; AID 1347056;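 active means compounds whose plate-normalised and pattern-corrected inhibition of the luciferase reporter signal at the single screening dose is 50% or more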
# C8 TRAIL sens = caspase-8 TRAIL sensitization. NB7+C8 cells + TRAIL, ATPlite viability luminescence. inhibition (viability loss, TRAIL sensitization), % at 10 µM. hit rate 1% among 360,000. AID 624354;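 active means compounds causing at least 50% loss of cell viability in the single-dose screen, relative to plate controls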
# NCOA1 inh = inhibits human SRC1 coactivator; HEK293 GAL4-SRC1 luciferase reporter, luminescence; inhibition, % at 3.6 µM; Q15788; hit rate 0.12% among 360,000;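 active means inhibition above the campaign mean plus 3 SD, with each screening campaign given its own cutoff, cut at about 60% in these data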;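 further: 0% = DMSO treated cells and 100% = gossypol at 36 µM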
# NR2F2 inh = NR2F2 (human) inhibition, primary screen; inhibition, % at 8.6 µM; hit rate 0.7% among 370,000; AID 686940; P24468; HEK293T NGFI-A luciferase reporter, luminescence;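 active means inhibition above a per-plate cutoff, mean inhibition of test wells between control levels plus 3 SD, cut at about 38% in these data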;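 further: cells cotransfected with COUP-TFII expression vector driving the NGFI-A reporter; 0% = median of COUP-TF2 test wells and 100% = reporter-only cells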
# Target sequence (P24468 whole entry, looked up): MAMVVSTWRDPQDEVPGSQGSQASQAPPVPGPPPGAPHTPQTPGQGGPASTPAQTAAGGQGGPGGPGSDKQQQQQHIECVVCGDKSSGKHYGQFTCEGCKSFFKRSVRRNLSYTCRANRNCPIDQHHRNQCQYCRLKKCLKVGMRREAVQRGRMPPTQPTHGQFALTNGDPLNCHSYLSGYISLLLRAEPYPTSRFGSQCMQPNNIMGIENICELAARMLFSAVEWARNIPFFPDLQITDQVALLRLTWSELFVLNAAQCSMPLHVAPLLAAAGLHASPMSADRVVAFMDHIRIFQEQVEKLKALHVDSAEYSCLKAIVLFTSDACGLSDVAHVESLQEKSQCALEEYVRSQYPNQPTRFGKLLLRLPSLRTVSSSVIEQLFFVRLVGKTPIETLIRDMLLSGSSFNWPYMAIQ
# KKLEB tox = reduces viability of KKLEB cystic fibrosis airway cells; KKLEB CF airway cells viability, ATPlite luminescence, overnight; stronger effect = lower value; cells stimulated with P. aeruginosa culture filtrate; activity change (cytotoxicity), % at 5 µM; hit rate 0.36% among 360,000; AID 602141;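 active means corrected activity change at or below -50% at 5 µM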
# CF NFkB block = cystic fibrosis NF-kB activation inhibition; inhibition, % at 5 µM; KKLEB NF-kB-GFP reporter, PAF-induced, GFP fluorescence overnight; hit rate 0.86% among 360,000;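 active means at least 50% inhibition at 5 µM, scaled per plate between neutral and stimulator controls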;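 further: PAF is a Pseudomonas aeruginosa culture filtrate used as stimulus; plate controls were PAF-stimulated DMSO wells for no effect and unstimulated DMSO wells for full effect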
# TWEAK-Fn14 inh = TWEAK-Fn14 signaling inhibition | TWEAK-stimulated Fn14 reporter cells, luciferase luminescence, 8 h | inhibition, % at 10 µM | hit rate 2% among 360,000; in the data active means inhibition above about 50%
# SRC3 inh = inhibits human SRC3 coactivator; hit rate 0.17% among 360,000; AID 588352; inhibition, % at 3.6 µM; HEK293 GAL4-SRC3 luciferase reporter, luminescence;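 active means inhibition above a per-campaign cutoff, the mean of all compounds plus 3 SD, cut at about 60% in these data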;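 further: 0% = DMSO-treated cells and 100% = gossypol-treated cells at 36 µM; higher means less SRC3-driven luciferase light from the GAL4 reporter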
# LMP1 NFkB inh = Epstein-Barr LMP1 NF-kappaB reporter inhibition; LMP1-induced NF-kappaB luciferase reporter cells, luminescence; inhibition, % at 12.5 µM; hit rate 0.69% among 350,000; AID 504558; in the data active means inhibition above about 41%;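 further: 0% = neutral control wells and 100% = reference inhibitor control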
# LRH-1 inv ag = inverse agonists of human LRH-1 (NR5A2). hit rate 0.13% among 360,000. inhibition, % at 3.6 µM. HEK293T StAR-luciferase reporter, LRH-1 transfected, 24 h;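 active means inhibition above the mean inhibition of all tested compounds plus 3 SD, cut at about 73% in these data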;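 further: 0% = DMSO wells and 100% = reporter-only cells lacking LRH-1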
# Target sequence (O00482 whole entry, looked up): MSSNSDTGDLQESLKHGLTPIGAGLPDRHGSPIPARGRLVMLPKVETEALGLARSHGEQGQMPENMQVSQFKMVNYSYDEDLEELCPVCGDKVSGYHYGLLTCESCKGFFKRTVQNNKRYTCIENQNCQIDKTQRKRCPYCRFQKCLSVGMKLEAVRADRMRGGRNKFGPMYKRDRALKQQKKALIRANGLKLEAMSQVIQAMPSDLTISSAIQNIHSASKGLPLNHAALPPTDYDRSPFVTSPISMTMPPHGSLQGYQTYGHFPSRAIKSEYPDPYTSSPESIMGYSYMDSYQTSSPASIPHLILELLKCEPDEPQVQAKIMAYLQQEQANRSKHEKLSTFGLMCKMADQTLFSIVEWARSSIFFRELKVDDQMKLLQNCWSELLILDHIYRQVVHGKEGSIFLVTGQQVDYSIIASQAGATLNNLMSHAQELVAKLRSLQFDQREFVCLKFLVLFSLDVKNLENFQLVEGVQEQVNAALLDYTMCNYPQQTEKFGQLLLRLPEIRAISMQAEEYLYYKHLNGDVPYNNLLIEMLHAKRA
# The depositor's hits bear a star; · = not tested or not shown; & = joins results of further samples; ! = repeats disagree.
# Below each SMILES: NCOA2 inhibitor	TROY signal inh	C8 TRAIL sens	NCOA1 inh	NR2F2 inh	KKLEB tox	CF NFkB block	TWEAK-Fn14 inh	SRC3 inh	LMP1 NFkB inh	LRH-1 inv ag
> Cc1ccc(C)c(C(=O)CSc2nc3ccccc3c(=O)[nH]2)c1
  6.7	-2.4	-8.5	-1.7	-0.9	-3.3	4.0	11.0	13.6	-5.0	-0.4
> Nc1ccc(-c2ncc(-c3ccccc3)o2)cc1
  79.5*	34.3	52.4*	21.1	79.0*	-0.2	-38.4	67.7*	15.2	27.6	33.6
> Cc1[nH]c2ccccc2c1C(=O)CN1CC(C)CC(C)C1 (configuration not stated)
  1.4	20.8	19.1	14.2	8.8	-0.8	5.1	-28.1	3.8	-0.1	7.8
> CCOc1cc(NS(=O)(=O)c2ccc(NC(C)=O)cc2)c(OCC)cc1NC(=O)C(C)C
  4.3	14.3	-0.6	-0.9	-33.1	7.0	-14.8	-1.5	-3.8	3.2	8.4
> CC(C)OCc1ccc(C(=O)N2CCN(S(=O)(=O)c3ccc(Br)s3)CC2)cc1
  15.8	7.1	-1.2	-2.8	17.6	20.1	2.0	1.2	8.2	1.8	19.2
> O=C(Nc1ccccc1)c1cc(C2CCCCN2C(=O)OCCF)on1 (configuration not stated)
  -28.7	-26.6	1.8	-15.2	3.8	0.6	2.7	-10.6	-35.0	·	-48.3
> O=c1c(Cc2ccccc2)c(O)ccn1Cc1ccc2c(c1)OCO2
  -31.3	-11.4	0.0	-2.0	-5.2	-0.7	-3.5	-6.2	9.8	-13.4	5.3
> COc1ccc(Nc2c(-c3ccc(F)cc3)nc3nc(C)cc(C)n23)cc1
  -40.2	-82.9	-3.5	·	-29.8	·	·	-71.2	·	·	-40.0
> COc1ccc2oc(C(=O)N3CCc4ccccc43)c(C)c2c1
  -106.3	63.1*	82.0*	-59.7	-4.5	-54.8*	-26.2	73.0*	-60.8	36.9	-102.6
> COc1cc(CNCc2ccc(C)cc2)cc(OC)c1OC
  -4.2	4.1	0.4	18.9	-17.7	-5.5	27.3	-6.6	13.7	5.1	7.0
> CCc1ccc2nc(NC(=O)c3ccc(N4C(=O)CCC4=O)cc3)sc2c1
  -26.6	-37.2	5.9	-48.2	8.1	10.8	10.5	-22.6	-21.9	-1.6	-39.4
> CCc1ccc(NC(=O)C(=O)NCC2CCCN2S(=O)(=O)c2cccs2)cc1 (configuration not stated)
  -3.8	1.0	2.1	-5.5	20.0	20.1	-18.2	-2.7	24.3	6.8	1.2
> CCc1ccccc1N(C(C)=O)c1nc(CN=C=S)cs1
  -4.3	22.2	3.2	12.0	17.6	10.2	5.2	14.8	-9.8	7.0	0.1
> CCCCC[n+]1ccn(C2=C([O-])c3ccccc3C(=O)/C2=N\S(=O)(=O)c2ccccc2)c1
  -5.2	-8.1	45.3	-3.9	2.1	0.2	0.6	12.2	2.1	1.2	18.5
> COc1ncnc2c1oc1nc(C)c3c(c12)CC(C)(C)OC3
  2.3	12.2	4.0	2.7	13.9	-7.1	-6.3	8.4	5.6	·	0.0
> CCOc1ccccc1-n1c(N)c(C(N)=O)sc1=S
  -24.1	-12.3	1.6	24.3	1.0	-11.5	-0.5	11.2	-4.2	-0.3	18.0
> CCN1C(=O)C(c2ccc(O)cc2)(c2ccc(O)cc2)c2ccccc21
  9.5	9.7	-10.2	-10.8	18.4	-10.2	3.1	-2.4	7.3	-12.0	1.6
> CCOC(=O)c1nc(NCCc2ccccc2)sc1C
  -42.7	-46.1	-3.6	-39.5	-35.4	-2.5	-3.2	-27.0	-34.7	-21.0	-19.9
> O=C1NC(Cc2ccccc2)c2nc3cc(F)c(F)cc3c(=O)n2-c2cc3ccccc3cc21 (configuration not stated)
  -7.9	7.2	12.5	1.0	16.3	1.0	6.6	6.5	-6.2	0.3	9.8
> Nc1ccccc1NC(=O)c1ccccc1
  -15.0	-39.2	-11.2	-12.8	13.7	6.0	17.5	-27.8	-53.7	44.4*	-7.4

# The list goes on.
# Below each SMILES: NCOA2 inhibitor	TROY signal inh	C8 TRAIL sens	NCOA1 inh	NR2F2 inh	KKLEB tox	CF NFkB block	TWEAK-Fn14 inh	SRC3 inh	LMP1 NFkB inh	LRH-1 inv ag
> Cn1c(-c2sccc2OCc2ccccc2)n[nH]c1=S
  12.7	4.5	4.9	-0.1	-4.7	-12.5	19.1	6.1	-7.0	0.0	-6.5
> Cc1noc(C)c1CCC(=O)Nc1cc(C(=O)O)ccc1Cl
  -35.8	10.1	18.6	3.0	-14.0	0.7	2.9	4.1	1.5	-8.7	-19.0
> Fc1ccccc1/C=N/Nc1ccc(Cl)nn1
  2.4	-28.2	5.5	-24.4	-19.3	-17.8	-7.1	-23.4	-37.5	-15.4	-0.8
> CC1=C(C(=O)N2CCCCCC2)CC(CC(=O)NCCCCc2ccccc2)C(=O)N1Cc1ccccc1 (configuration not stated)
  -3.9	14.2	-9.5	-5.1	0.4	-13.7	12.2	20.0	13.1	·	1.1
> O=C(O)CN1C(=O)/C(=C\c2ccccc2OCc2ccc(Cl)cc2)SC1=S
  -9.5	-33.4	1.9	8.2	5.1	7.0	-1.6	-24.4	-7.8	10.0	-5.5
> Cc1sc2ncnc(N3CCC(C(=O)NNC(=O)COc4cccc(C(F)(F)F)c4)CC3)c2c1C
  11.8	49.6	24.0	-8.7	15.3	16.0	6.4	56.0*	9.5	5.9	-15.7
> CC1CCN(C(=O)NC(=O)c2ccc(Cl)cc2)CC1
  16.2	2.4	-21.9	1.6	-8.9	-4.1	9.9	-17.6	-50.8	-6.1	-13.0
> COc1ccc(C(C)=NNC(=O)c2cccc(S(=O)(=O)N3CCCC3)c2)cc1
  -14.2	-5.4	-10.2	-4.7	-1.4	-8.9	0.0	-2.2	1.7	-4.8	-13.2
> O=C(CSc1nnc(CCCO)n1-c1ccccc1)Nc1nccs1
  -6.7	-24.8	-9.0	-4.4	-10.6	8.1	2.5	-4.0	7.0	4.2	-8.0
> O=C(COc1ccc(Cl)cc1Cl)N1CCNC1=O
  0.9	-11.8	8.9	-26.2	-9.6	-1.9	14.7	-3.8	-21.4	-7.3	5.8
> COc1cc(CN2CCCC(N3CCc4ccccc4C3)C2)c(Cl)cc1O (configuration not stated)
  4.1	27.6	6.7	4.4	-16.1	2.8	-3.1	-6.7	0.2	6.6	5.0
> O=C(CSc1ccccn1)N1CCCC(Nc2ccccc2)C1 (configuration not stated)
  -12.7	-4.2	-7.7	-4.1	-9.2	3.1	-8.9	-6.2	15.3	-6.3	-14.6
> COCCCNC(=S)NNC(=O)c1ccoc1C
  -2.5	-5.8	0.6	7.8	5.2	9.6	1.0	10.5	-10.8	4.1	5.1
> C1=Nc2ccccc2CN1c1ccccc1
  -63.3	-24.0	0.9	-59.6	-11.4	-2.3	-9.1	-25.0	-59.1	-0.6	-53.9
> CCOC(=O)C(=Cc1ccc(Br)cc1)C(=O)OCC
  1.5	27.8	-6.1	-1.4	16.9	-31.0	52.5*	59.5*	10.2	6.2	0.7
> CCc1ccc(NC(=O)COc2ccc(/C=C(/C#N)c3nc4ccccc4[nH]3)cc2OC)cc1
  -17.6	14.9	24.6	-39.6	-2.9	-4.2	1.7	7.2	5.7	-1.2	8.4
> O=C(NNC(=O)C1CC1)c1cc(Br)c(Br)s1
  18.9	-16.4	-2.2	-12.8	4.2	-18.2	5.3	-4.8	0.6	1.0	-28.9
> COc1cnc(-c2ccccn2)nc1Oc1cccc(C(F)(F)F)c1
  18.0	16.2	-12.6	-27.6	33.6	-21.0	13.5	5.1	-3.8	17.7	-18.6
> Cc1ccc(-c2cnc(NC(=O)CCC(=O)N3CCCCC3)n2C)cc1
  -2.3	-3.2	3.6	-10.4	-16.3	11.0	-2.2	8.2	6.3	-6.9	6.7
> CCOc1ccc(-c2cc(C(=O)N3CCN(C)CC3)c3ccccc3n2)cc1
  -55.4	-24.1	74.7*	-76.8	-32.6	-21.1	13.4	6.6	-45.2	-3.7	-63.9

# An excerpt from above in order of their number in SRC3 inh, largest number first.
smiles | SRC3 inh
O=C(CSc1ccccn1)N1CCCC(Nc2ccccc2)C1 (configuration not stated) | 15.3
Cc1sc2ncnc(N3CCC(C(=O)NNC(=O)COc4cccc(C(F)(F)F)c4)CC3)c2c1C | 9.5
CC1CCN(C(=O)NC(=O)c2ccc(Cl)cc2)CC1 | -50.8

# Next section:
# Below each SMILES: NCOA2 inhibitor	TROY signal inh	C8 TRAIL sens	NCOA1 inh	NR2F2 inh	KKLEB tox	CF NFkB block	TWEAK-Fn14 inh	SRC3 inh	LMP1 NFkB inh	LRH-1 inv ag
> O=C(NCCCc1ccccc1)c1cccc(NC(=O)C2CCCCC2)c1
  2.2	0.6	5.4	2.3	-16.3	6.5	-18.7	54.1*	4.7	-3.4	8.3
> Cc1cn(-c2cc(C(=O)Nc3ccc(C)c(NC(=O)C(=O)c4c[nH]c5ccccc45)c3)cc(C(F)(F)F)c2)cn1
  -18.1&34.6	12.7&1.1	25.5&6.0	8.3&0.9	-4.8&13.3	-0.4&-17.0	50.2*!	52.1*!	0.6&7.9	-0.6&17.6	-8.8&13.6
> COC(=O)C(C#N)c1nc2ccccc2nc1N1CCCC1 (configuration not stated)
  -10.7	-18.1	-5.7	2.3	16.2	-15.8	9.2	11.8	18.8	4.0	-0.3
> Cc1ccc(NC(=O)C2CCCN(S(=O)(=O)c3cnc[nH]3)C2)cc1F (configuration not stated)
  28.8	2.1	2.6	-1.4	-17.0	19.6	-3.9	0.3	0.1	-11.1	-2.5
> CCc1ccc(CNC(=O)C2CC(=O)N(C3CCCC3)C2)cc1 (configuration not stated)
  6.2	10.5	-5.9	-0.2	12.6	10.8	0.1	-4.9	-8.0	0.6	7.1
> O=C(COC(=O)C1(c2ccc(Cl)cc2)CCCC1)Nc1ncc(C(F)(F)F)cc1Cl
  -1.6	12.9	-1.6	0.6	12.0	-0.2	14.5	-1.4	10.5	-10.2	11.0
> CCc1nnc(NC(=O)CSc2nnc(-c3ccco3)n2CC)s1
  3.3	4.7	3.6	-11.2	-3.5	8.1	-1.5	1.6	0.4	-1.7	-36.6
> COc1ccc(Br)cc1C(=O)Nc1ccc(C(=O)NCC(C)C)cc1
  -4.8	-0.7	-3.1	12.3	-12.9	17.2	-36.2	-36.6	5.3	3.8	-19.3
> CCN(CC)C(=O)Cn1cc(S(=O)(=O)CC(=O)NC2CCCCC2)c2ccccc21
  -11.0	-8.0	-15.8	-22.0	-6.3	2.6	24.3	9.8	8.7	-1.0	4.7
> CCOC(=O)c1c(SC)nc(SC)c2c1CCC2
  -19.8	16.0	-2.8	-6.4	-10.5	6.4	-0.5	16.6	5.2	-2.6	-1.9
> O=c1c2cc([N+](=O)[O-])ccc2sn1-c1ccccc1
  -1.4	-94.5	14.8	-14.9	1.3	4.3	-14.0	-32.9	-26.2	-1.1	-25.4
> Cc1ccc(C(=O)NC2CCCCCCC2)cc1S(=O)(=O)N1CCOCC1
  -49.0	-55.5	15.8	-51.2	-14.4	7.2	2.8	-16.6	-34.3	-34.7	-69.9
> COc1ccc(C(=O)NC(CC(C)C)C(=O)O)cc1OC (configuration not stated)
  -8.0	-3.6	-3.2	1.9	5.5	7.7	5.8	-7.0	12.3	3.7	-8.4
> CCOc1ccc(Nc2c3ccccc3nc3ccccc23)cc1
  -48.8	-15.3	25.8	16.9	14.0	-8.6	-41.0	-79.6	24.2	7.2	13.2

# Bioassay records: PubChem, several laboratories

# No enrichment for hits; any-hit rate near 4.2%.
